# ATXN2 expr inh: reduces ATXN2 reporter expression in HEK-293 cells; HEK-293 ATXN2-luciferase reporter, luminescence, 24 h; Potency, µM (highest dose often 57 µM), without a hit: at the top dose activity change, negative = inhibition, hits mostly inhibitors; 360,000 tested, 0.72% active; also: % is scaled to controls: 0 for no effect and ±100 for the full control effect; nearly all actives have a fitted effect of over 55% in size
#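 ATXN2-luciferase reporter cells (luciferase flanked by upstream and downstream ATXN2 gene portions) were treated 24 h at 37 °C with compounds at up to 57 uM. SteadyGlo luminescence gave expression; GF-AFC fluorescence gave viability.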
# Nrf2 activator: Nrf2 pathway activation; Potency, µM (highest dose often 46.1 µM), for the others: top-dose activation, usual class: activators; AREc32 ARE-luciferase reporter (MCF7-derived line), luminescence, 24 h; 410,000 tested, 0.31% active; also: % of control where 0% means no effect; nearly all actives have a fitted effect of over 65% in size
#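 Nrf2 activation is followed as ARE-luciferase induction in the AREc32 line after one day of compound treatment; luminescence is read with Steady-Glo.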
# EPAC2 antag: blocks human EPAC2 exchange factor | Q8WZA2 | AID 720708 | EPAC2 GEF exchange of Rap1B-BODIPY-GDP, fluorescence | 360,000 tested, 0.18% active | Potency, µM (titrated, usually from 114 µM), without a hit: at the top dose activity, negative = inhibition, most hits filed as inhibitors; also: % is scaled to controls: 0 for no effect and ±100 for the full control effect; nearly all actives have a fitted effect of over 45% in size; many of its hits are not listed in these tables
# Target sequence (Q8WZA2 whole entry, looked up): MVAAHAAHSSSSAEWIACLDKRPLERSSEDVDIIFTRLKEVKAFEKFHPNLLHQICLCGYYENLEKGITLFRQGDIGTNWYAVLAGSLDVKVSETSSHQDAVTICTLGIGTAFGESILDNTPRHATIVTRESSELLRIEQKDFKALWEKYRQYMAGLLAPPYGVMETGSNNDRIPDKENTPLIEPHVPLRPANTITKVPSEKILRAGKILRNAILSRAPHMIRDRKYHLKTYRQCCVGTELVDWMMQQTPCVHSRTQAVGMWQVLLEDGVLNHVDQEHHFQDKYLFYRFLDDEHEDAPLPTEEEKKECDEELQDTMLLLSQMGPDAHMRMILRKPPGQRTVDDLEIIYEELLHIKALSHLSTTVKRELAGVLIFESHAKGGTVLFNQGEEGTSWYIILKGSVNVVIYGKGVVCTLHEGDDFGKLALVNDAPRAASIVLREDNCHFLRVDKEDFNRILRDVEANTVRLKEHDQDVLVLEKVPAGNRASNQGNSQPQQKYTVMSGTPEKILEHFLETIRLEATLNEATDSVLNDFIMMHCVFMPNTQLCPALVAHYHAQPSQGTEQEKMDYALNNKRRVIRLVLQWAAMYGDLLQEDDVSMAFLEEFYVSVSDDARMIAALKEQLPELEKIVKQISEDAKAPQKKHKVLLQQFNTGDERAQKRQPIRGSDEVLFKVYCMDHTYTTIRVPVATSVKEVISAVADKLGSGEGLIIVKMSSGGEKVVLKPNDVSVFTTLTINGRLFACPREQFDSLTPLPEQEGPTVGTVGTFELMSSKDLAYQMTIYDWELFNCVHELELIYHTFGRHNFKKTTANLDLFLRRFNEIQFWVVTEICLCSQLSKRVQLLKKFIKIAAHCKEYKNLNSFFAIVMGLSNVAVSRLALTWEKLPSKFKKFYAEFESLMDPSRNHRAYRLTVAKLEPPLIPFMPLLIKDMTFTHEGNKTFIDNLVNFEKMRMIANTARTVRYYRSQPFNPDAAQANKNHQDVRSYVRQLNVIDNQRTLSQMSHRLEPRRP
# HepG2 tox: counter-screen for TGF-b inhibitors: cytotoxicity in HepG2 cells. 410,000 tested, 0.76% active. AID 588856. HepG2 CAGA-GFP viability, ATP luminescence, 18 h. Potency, µM (highest dose often 46.1 µM), inactives show top-dose activity change, negative = cytotoxicity, actives largely listed as cytotoxic; also: some results filed as inactive show a strong effect at the top dose
#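 HepG2 CAGA-GFP cells (1000/well, DMEM with 1% FBS) received compound, then TGF-beta at 500 pg/mL final, and were incubated 18 hours at 37 degrees C. Viability was read by CellTiter-Glo luminescence. Media-only wells were set as complete cell-killing and DMSO as no toxicity.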
# A549 viability: counter-screen for Nrf2 inhibitors: cytotoxicity in A549 cells | A549 ARE-Fluc cells, CellTiter-Fluor viability, 18-24 h | 390,000 tested, 0.16% active | Potency, µM (doses to about 46 µM), for inactives: top-dose activity change, negative = cytotoxicity, hits mostly inhibitors | AID 504648; also: % is scaled to controls: 0 for no effect and ±100 for the full control effect
#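 Cytotoxicity counterscreen: CellTiter-Fluor fluorescence was measured in A549 ARE_Fluc cells after 18-24 h of compound exposure in a concentration series. The subsequent BugLite luminescent read reports ARE-luciferase activity.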
# S2 tox: viability counter-screen for ATXN expression inhibitors; S2 cells (HEK-293 line with an ATXN2-luciferase reporter) viability, CellTiter-Fluor protease fluorescence, 24 h; Potency, µM (top dose mostly 56.7 µM), most hits filed as cytotoxic; 400,000 tested, 0.49% active; also: nearly all actives have a fitted effect of over 40% in size
# Nrf2 block: Nrf2 pathway inhibition. A549 ARE-Fluc reporter, luciferase luminescence, 18-24 h. Potency, µM (titrated, usually from 46 µM), for inactives: at the highest dose activity change, negative = inhibition, actives largely listed as inhibitors. 360,000 tested, 2.1% active; also: % is scaled to controls: 0 for no effect and ±100 for the full control effect; nearly all actives have a fitted effect of over 60% in size
#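 Two sequential reads on A549 ARE_Fluc cells exposed to compound for 18-24 h: a CellTiter-Fluor fluorescence read for viability, then a luciferase luminescence read for Nrf2/ARE activity.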
# TGFb SMAD3 inh: TGF-b pathway inhibition; 410,000 tested, 1.2% active; Potency, µM (highest dose often 46.1 µM), for inactives: at the top dose activity, negative = inhibition, most hits filed as inhibitors; HepG2 CAGA-GFP TGF-b/SMAD3 reporter, GFP fluorescence, 18 h; TGF-beta stimulated, 500 pg/mL final; also: % is scaled to controls: 0 for no effect and ±100 for the full control effect; nearly all actives have a fitted effect of over 65% in size
#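 Per well, imaged GFP fluorescence of HEPG2 CAGA-GFP cells gives the signal; cells get compound, then TGF-beta (500 pg/mL final), 18 h at 37 degrees C; %Activity versus -TGF-beta and +DMSO controls.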
# MCF10A rerep: induces DNA re-replication in MCF 10a normal breast cells; MCF 10A DNA re-replication, Hoechst nuclear intensity, 48 h; AID 624296; Potency, µM (doses to about 46.1 µM), for inactives: at the highest dose activity, positive = re-replication, actives largely listed as activators; 350,000 tested, 2.9% active; also: % of control where 0% means no effect; nearly all actives have a fitted effect of over 50% in size
# * hit, by the source's call; i = inactive; ? = inconclusive; / = no result given; & = joins results of further samples; [ ] = remark or other dose. Calls follow the shape of the dose curve; as a rule, active = well fitted curve in the direction sought with a large enough effect; inconclusive = small, poorly fitted or top-dose-only effect, or another doubt; inactive = no such curve, though single readings can be large; an effect the other way counts as inactive or inconclusive. Potency is read from the fitted curve at half-maximal effect. The list is partial (hit frequency here may not be typical).
SMILES,ATXN2 expr inh,Nrf2 activator,EPAC2 antag,HepG2 tox,A549 viability,S2 tox,Nrf2 block,TGFb SMAD3 inh,MCF10A rerep
Cc1ccc(S(=O)(=O)N(C)CC(=O)NNC(=O)Cc2cccc(F)c2)cc1,-5%,0.5%,1%,-3%,-1%,i,3%,-26%,2%
Cn1nnnc1SCC(=O)Nc1cc(S(=O)(=O)N2CCCCC2)ccc1Cl,-21%,4.0%,8%,-21%,1%,i,-15%,-4%,-21%
COc1ccc(CCNC(=O)CCc2ccc(OC)cc2)cc1,-8%,-0.1%,5%,-17%,14%,i,8%,-7%,-1%
CC1CCCCN1CCNC(=O)CCc1nnc2n(Cc3ccccc3)c(=O)c3ccccc3n12 (centres undefined),-8%,0.3%,2%,-22%,0%,i,11%,-1%,-1%
O=C(CSc1nnc(Nc2ccccc2F)s1)NC1CC1,14%,2.0%,1%,2%,1%,i,16%,2%,-3%
CCOC(=O)c1c(NC(=O)OC)sc(C(=O)N(CC)CC)c1C,-5%,-0.2%,14%,11%,-11%,i,12%,6%,0%
O=C(NCC1CC1)c1ccc(-c2cn[nH]c2)c2ccoc12,13%,5.8%,3%,-3%,/,?,/,50%,/
CC(C)=CCN1CCN(Cc2nc(-c3ccccc3)cs2)CC1CCO (centres undefined),/,3.9%,-1%,-24%,-4%,?,0%,-13%,14%
COc1ccc(C(=O)CSc2n[nH]c(=O)n2Cc2ccco2)cc1,19%,0.4%,2%,-34%,-19%,i,-24%,0%,11%
COc1ccc(/C=C2\SC(=O)N(CC(=O)N(C)C3CCS(=O)(=O)C3)C2=O)cc1 (centres undefined),4%,2.6%,3%,-18%,-6%,i,0%,-13%,-1%
COc1cc2nc(NC(=O)c3ccc(S(=O)(=O)N4CCc5ccccc54)cc3)sc2cc1OC,-24%,-0.8%,/,-13%,-1%,?,/,-14%,/
CC(OC(=O)c1cccc(-n2cnnn2)c1)C(=O)Nc1ccccc1F (centres undefined),-14%,-0.1%,4%,-3%,1%,i,11%,1%,3%
CCOC(=O)c1c(-c2ccc(OC)c(OC)c2)csc1NC(=O)c1ccccc1F,-2%,-1.4%,/,5%,-4%,i,?,-1%,/
O=C(c1cc([N+](=O)[O-])ccc1Cl)N1CCc2ccccc21,-11%,0.1%,2%,22%,-7%,i,-10%,?,0%
CC(=O)Nc1ccc(NC(=O)COc2cccc3c2OC(C)(C)C3)cc1,0%,-0.7%,-1%,1%,4%,i,4%,17%,-4%
O=S(=O)(CCN1CCOCC1)c1ccc(Oc2ccc(S(=O)(=O)CCN3CCOCC3)cc2)cc1,-20%,13%,3%,-6%,-10%,i,?,0%,5%
CSc1cccc(CN2CCC(Oc3cccc(C(=O)N4CCCC4)c3)CC2)c1,-26%,1.9%,?,-23%,-17%,i,?,-16%,?
CCc1ccc(NC(=O)CCn2cccc2)cc1,19%,0.7%,-2%,-21%,-6%,i,3%,0%,-2%
Cc1ccc(Cl)cc1Nc1nn2c(=O)c3ccc(C(=O)NC4CCC(C)CC4)cc3nc2s1 (centres undefined),/,0.0%,/,-14%,-8%,/,29%,-8%,/
N#Cc1sc2nc3c(cc2c1N)CCCC3,-1%,2.7%,10%,7%,2%,i,14%,-39%,4%
CN1/C(=C\C(=O)C[n+]2ccc(C(=O)c3ccccc3)cc2)C(C)(C)c2ccccc21,/,-0.4%,10%,-11%,-19%,?,5.2µM*,-17%,-8%
CCC(C)C(=O)Nc1nnc(-c2cccs2)s1 (centres undefined),36%[activator],?,0%,-8%,-15%,i,-21%,-7%,-34%
CCOc1ccc(C(=O)Nc2ccc(NC(=O)c3ccccc3)cc2)cc1Br,-57%&-8%,0.3%&0.3%,14%,32%&-3%,0%&1%,?,-3%&11%,13%&0%,1%
CCOc1ccc(N(CC(=O)NCCc2ccc(OC)cc2)S(C)(=O)=O)cc1,/,0.0%,1%,-10%,-2%,?,1%,-15%,-2%
COc1ccccc1C(=O)NNC(=O)c1cccc(F)c1,?,?,8%,-51%,3%,i,?,-24%,-25%
CCN(CC)C(=O)CSc1nnc(-c2ccc(O)cc2)n1CC1CCCO1 (centres undefined),-5%,-0.9%,13%,4%,-2%,i,3%,-16%,-1%
O=C(CCCc1nc2ccccc2s1)Nc1ccccc1,-17%[2.22 µM],-0.2%,0%,-4%,0%,?,?,-8%,-24%
Cc1ccc(S(=O)CCNC(=O)Cc2ccc(Cl)cc2)cc1 (centres undefined),-3%,-0.3%[9.22 µM],0%,-7%,-3%,i,6%,-10%,-13%
CC(=O)c1ccc(NC(=O)c2sc3nc(C)c(C)c(C)c3c2N)cc1,54%[activator],4.0%,-3%,18%,-6%,i,?,?,-1%
Cc1nc(CNS(=O)(=O)c2ccc(Br)cc2)cs1,-1%,-0.6%,5%,-1%,0%,i,-7%,-1%,5%

# 3 of these compounds in another layout.
canonical_smiles: CCN(CC)C(=O)CSc1nnc(-c2ccc(O)cc2)n1CC1CCCO1 (centres undefined)
  ATXN2 expr inh: -5% | Nrf2 activator: -0.9% | EPAC2 antag: 13% | HepG2 tox: 4% | A549 viability: -2% | S2 tox: i | Nrf2 block: 3% | TGFb SMAD3 inh: -16% | MCF10A rerep: -1%

canonical_smiles: O=C(CCCc1nc2ccccc2s1)Nc1ccccc1
  ATXN2 expr inh: -17%[2.22 µM] | Nrf2 activator: -0.2% | EPAC2 antag: 0% | HepG2 tox: -4% | A549 viability: 0% | S2 tox: ? | Nrf2 block: ? | TGFb SMAD3 inh: -8% | MCF10A rerep: -24%

canonical_smiles: Cc1ccc(S(=O)CCNC(=O)Cc2ccc(Cl)cc2)cc1 (centres undefined)
  ATXN2 expr inh: -3% | Nrf2 activator: -0.3%[9.22 µM] | EPAC2 antag: 0% | HepG2 tox: -7% | A549 viability: -3% | S2 tox: i | Nrf2 block: 6% | TGFb SMAD3 inh: -10% | MCF10A rerep: -13%

# Additional results:
SMILES,ATXN2 expr inh,Nrf2 activator,EPAC2 antag,HepG2 tox,A549 viability,S2 tox,Nrf2 block,TGFb SMAD3 inh,MCF10A rerep
CCc1nn2cc(C(=O)c3ccccc3O)cnc2c1-c1ccc(F)cc1,-5%,2.7%,-2%,-31%,-5%,i,-1%,-11%,?
CN(C)c1ccc(/C=N/NC(=O)c2ccc3c(c2)OCCO3)cc1,2%,0.0%,6%,-31%,-19%,i,-4%,-3%,-18%
N#CCCn1ccc(NC(=O)c2ccc(Cl)cc2)n1,5%,4.0%,1%,3%,-6%,i,?,7%,8%
Cc1sc2nc(SCC(=O)N3CCCC3)[nH]c(=O)c2c1C,-6%,2.8%,1%,33%,-3%,i,?,-2%,9%
CCCn1c(NC(=O)c2ccc([N+](=O)[O-])o2)nc2ccccc21,-35%,13µM*,10%,-46%,-11%,i,1%,-21%,?
CCOc1ccc(CNC(=O)c2ccc3nc(CC)c(CC)nc3c2)cc1OC,/,4.6%,/,1%,1%,/,/,15%,/
Cc1cc(C)n(CC(O)CN(c2ccccc2)S(=O)(=O)c2ccccc2)n1 (centres undefined),-2%,-0.1%,-3%,2%,?,i,/,3%,1%
O=C(C[C@@H]1C[C@H]2c3cc(NC(=O)Nc4ccccc4F)ccc3O[C@H]2[C@H](CO)O1)NCC(F)(F)F,29%,0.9%,5%,-10%,/,i,/,-6%,/
O=C(CSc1nnc(-c2ccccc2F)o1)N1CCNC1=O,6%,2.6%,11%,-11%,6%,i,?,-3%,0%
CCC(OC(=O)C1=Cc2ccccc2OC1)C(=O)NCc1ccco1 (centres undefined),/,0.2%,0%,-1%,1%,i,-8%,-6%,1%
CCCn1c(SCC(=O)NC(C)(C)C)nnc1C(C)C,-3%,0.0%,14%,1%,0%,i,5%,3%,-2%
O[C@@H]1CN(CC2CCCCC2)[C@@H](c2ccc(Cl)cc2)C[C@H]1n1cc(C2CC2)nn1,?,0.2%,-18%,-28%,/,20µM*,/,3%,/
N#Cc1c(C(F)(F)F)cc(-c2ccco2)nc1SCc1ccccn1,6%,?,-3%,-33%,-4%,i,-20%,106%[activator],11%
O=C(Nc1ccc2nsnc2c1)c1cccs1,6%,8.9µM*,0%,0%,-6%,i,5%,0%,-3%
O=C1CN(c2ccc(F)cc2)C(=S)N1c1ccccc1,4%,-0.1%,-9%,18%,2%,i,4%,3%,-14%
CCOc1ccc(CNC(=O)c2cccn2-c2nnc(N3CCCCC3)s2)cc1OC,3%,-0.3%,/,-26%,19%,i,-3%,-23%,/
COc1ccc(OC)c(Nc2nc(-c3ccncc3)nc3ccccc23)c1,-27%,2.3%,4%,-17%,3%,/,-5%,6%,?
O=C(N/N=C/c1ccncc1)c1nn(Cc2ccccc2)c(=O)c2ccccc12,?,-0.3%,5%,-3%,2%,i,-29%,-26%,-1%
O=C(CSc1nnc2ccccn12)NNC(=O)c1ccc(F)cc1,-12%,0.1%,-1%,17%,17%,?,10%,?,1%
Cc1ccc(-n2[nH]c(C)c(C=NC34CN5CN(CN(C5)C3)C4)c2=O)cc1C,1%,0.0%,0%,10µM*,1%,i,/,9%,2%
CCOc1ccc(-c2cc(C(=O)NCC3CCCO3)c3ccccc3n2)cc1 (centres undefined),1%,3.0%,0%,-27%,-1%,?,12%,-4%,?
Cc1cccc(N(C)C(CNS(=O)(=O)c2ccccc2)c2ccccc2)c1 (centres undefined),?,0.6%,/,-67%,0%,?,-24%,?,/
CCOC(=O)c1ccc(NC(=O)CSc2nnc(CNC(=O)c3ccccc3F)o2)cc1,-5%,-0.1%,18%,-1%,5%,i,15%,1%,?
CC1=C(c2ccc(Cl)cc2)S(=O)(=O)N=C1N1CCN(c2cc(C)ccc2C)CC1,/,0.2%,/,-1%,-2%,/,?,27%,/
Cc1nn(C)c(C)c1CCC(=O)N1CCCC(Nc2ccc(C(C)C)cc2)C1 (centres undefined),-20%,0.0%,3%,5%,-10%,/,-9%,10%,5%
CCC(C)(C(=O)NC1CCCC1)N(Cc1cccs1)C(=O)Cc1cccs1 (centres undefined),-13%,-0.3%,1%,-18%,-10%,i,-10%,-11%,-6%
O=C(CN1C(=O)NC2(CCCCC2)C1=O)Nc1ccc2[nH]c(=O)[nH]c2c1,/,0.2%,5%,-14%,1%,i,6%,4%,11%
Cc1ccc(C)c(S(=O)(=O)N2CCN(Cc3ccc(O)c4ncccc34)CC2)c1,8.9µM*,0.2%,-3%,5%,-8%,i,-20%,?,?

# Screens deposited in PubChem BioAssay by National Center for Advancing Translational Sciences (NCATS).
